Screening results deposited in PubChem BioAssay by Sanford-Burnham Center for Chemical Genomics.
SUMO1 PPI mod: SUMO1-SIM interaction modulation; inhibition, % at 20 µM; SUMO1 binding to a labelled peptide, TR-FRET, 1 h; 0.33% of 360,000 active; P63165; in the data active = inhibition above about 37%
Target sequence (P63165 whole entry, looked up): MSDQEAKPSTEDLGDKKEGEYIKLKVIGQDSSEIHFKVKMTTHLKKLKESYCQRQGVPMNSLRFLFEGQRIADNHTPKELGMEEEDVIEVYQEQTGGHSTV
STEP block: blocks human striatal-enriched tyrosine phosphatase; P54829; recombinant STEP, OMFP fluorogenic substrate, fluorescence; inhibition, % at 20 µM; 0.25% of 360,000 active; AID 588621;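 active = inhibition at 20 µM, scaled per plate between control wells, above about 37%, limit read from the data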;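 also: 0% = DMSO with enzyme and substrate and 100% = substrate only without enzyme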
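medium = Bis-Tris buffer pH 6.0, 2.5 mM DTT, 0.005% Tween 20 | test system = STEP (striatal-enriched tyrosine phosphatase) enzyme, cell-free | measure = normalized % inhibition | compound dosing = 20 µM, 1% DMSO | also added = 25 µM OMFP | schedule = reaction 20 min, ambient temperature | measured by = fluorescence read at 480 nm ex / 540 nm em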
SKN-1 block: inhibitors of C. elegans SKN-1; C. elegans VP596 Pgst-4::GFP/RFP ratio, acrylamide-induced, 24 h; inhibition, % at 21.8 µM; 0.49% of 360,000 active; AID 624304;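 active = interference check ratio from 0.5 to 1.5 plus GFP to RFP signal ratio inhibition reaching or exceeding a fixed threshold, cut at about 30% in these data, passing the limit was not always enough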; also: some compounds called inactive have numbers as strong as hits
Scp-1 inhibitor: blocks human Scp-1 phosphatase activity; 0.88% of 340,000 active; Recombinant Scp1, phosphopeptide, malachite green phosphate absorbance; inhibition, % at 20 µM; Q9GZU7;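 active = inhibition above about 50% at 20 µM, limit read from the data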;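 also: plate controls were DMSO wells with enzyme for no effect and wells lacking enzyme for full effect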
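Test system: SCP-1 catalytic domain; Buffer or medium: Acidic Tris acetate buffer with magnesium and detergent; Also added: Phosphorylated 17-residue peptide substrate; Compound: single 20 µM dose, 1% DMSO; Schedule: enzyme reaction 45 min at room temperature, colour 5 min, stabilisation 30 min; Signal: Phosphate-binding colour reagent, absorbance read at 630 nm.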
Rpn11 inh: blocks the human proteasome subunit Rpn11; O00487; human 26S proteasome, Ub4-pepOG fluorescence polarization; 20S core pre-blocked with epoxomicin; calls only at 20 µM; 0.59% of 360,000 active; AID 588493;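 active = inhibition at 20 µM, scaled to each plate's controls, above about 33%, limit read from the data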
MT1-MMP act inh: blocks activation of human MT1-MMP. P50281. 0.061% of 360,000 active. GFP/RFP ratio change, % at 20 µM. HT1080 RFP-PRO-GFP cells, GFP/RFP ratio fluorescence, overnight; percent of plate control window, DMSO zero. AID 651647;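 active = GFP/RFP ratio change of at least 30% with cell ATP level not reduced by more than half and red fluorescence within 50% of control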; also: strong numbers were not always called active
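Assay system: HT1080 RFP-PRO-GFP cells | Dosing: 20 µM single dose, 1% DMSO | Incubation: Cells overnight before dosing, compound overnight, 37 °C, 5% CO2 | Evaluation: GFP/RFP fluorescence ratio | Control set: DMSO-only wells and HT1080 RFP-L50D-GFP cell wells as references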
LMPTP block: LMPTP (human) inhibition | inhibition, % at 20 µM | recombinant LMPTP-A, OMFP fluorogenic substrate, fluorescence intensity | 0.22% of 360,000 active | AID 651560;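 active = compounds that cut the enzyme signal by at least half of the control window in the single-dose screen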;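 also: plate controls were DMSO wells with enzyme plus substrate for no effect and substrate without enzyme for full effect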
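test system = LMPTP-A | amount = 0.625 nM LMPTP-A final | reagent = fluorogenic phosphatase substrate OMFP at 400 µM final | incubation = 50 min at room temperature | benchmarks = no-enzyme low control, uninhibited high control | medium = Bis-Tris pH 6.0, DTT, detergent | signal = fluorescence intensity of OMFP turnover product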
NadD block: NadD (S. aureus) enzyme inhibition. purified NadD enzyme, colorimetric absorbance read-out. inhibition, % at 20 µM. 0.78% of 360,000 active. AID 602399; in the data active = inhibition above about 26%; also: some compounds past the cut are filed as inactive
CendR NRP1 mod: NRP-1/CendR interaction modulation | O14786 | FAM-RPARPAR peptide binding to NRP-1, fluorescence polarization | inhibition, % at 25 µM | 0.85% of 360,000 active;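 active = inhibition or corrected inhibition above about 18%, plus a signal ratio from 0.5 to 1.5, limit read from the data, passing the limit was not always enough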; also: strong numbers were not always called active
Target sequence (O14786 whole entry, looked up): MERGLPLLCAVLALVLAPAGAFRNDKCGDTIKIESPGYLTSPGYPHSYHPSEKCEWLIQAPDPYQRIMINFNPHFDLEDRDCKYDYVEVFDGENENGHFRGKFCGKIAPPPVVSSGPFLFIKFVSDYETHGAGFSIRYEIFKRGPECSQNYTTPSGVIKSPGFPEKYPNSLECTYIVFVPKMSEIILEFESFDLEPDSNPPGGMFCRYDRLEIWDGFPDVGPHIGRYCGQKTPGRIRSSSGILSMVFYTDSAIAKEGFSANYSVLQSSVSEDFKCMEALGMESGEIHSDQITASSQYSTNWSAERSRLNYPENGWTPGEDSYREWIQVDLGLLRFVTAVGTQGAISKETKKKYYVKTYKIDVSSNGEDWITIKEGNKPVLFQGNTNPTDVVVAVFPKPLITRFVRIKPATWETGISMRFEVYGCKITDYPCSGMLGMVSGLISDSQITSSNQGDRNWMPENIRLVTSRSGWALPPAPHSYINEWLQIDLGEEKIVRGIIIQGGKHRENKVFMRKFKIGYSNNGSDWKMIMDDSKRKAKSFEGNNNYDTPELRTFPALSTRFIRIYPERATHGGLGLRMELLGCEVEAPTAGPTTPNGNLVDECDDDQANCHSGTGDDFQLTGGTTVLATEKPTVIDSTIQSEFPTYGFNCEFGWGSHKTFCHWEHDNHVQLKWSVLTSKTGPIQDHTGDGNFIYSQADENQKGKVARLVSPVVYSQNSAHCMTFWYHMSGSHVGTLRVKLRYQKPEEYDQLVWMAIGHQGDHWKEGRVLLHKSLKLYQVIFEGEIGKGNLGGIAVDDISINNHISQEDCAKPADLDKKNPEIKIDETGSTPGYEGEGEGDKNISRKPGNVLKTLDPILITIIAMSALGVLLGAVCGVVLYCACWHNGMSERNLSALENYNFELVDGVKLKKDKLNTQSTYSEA
DNMT1 block: DNMT1 (human) enzyme inhibition. P26358. DNMT1 molecular beacon, Hinp1I cleavage, fluorescence. inhibition (reported as % activation of signal), % at 10 µM. 0.83% of 360,000 active. AID 588458; in the data active = inhibition above about 50%
Active calls of the source: *; i = inactive; · = not tested or not shown; + = active, no number. A portion of the library. The share of hits here may be higher or lower than overall.

Start of the listing, in advance, two compounds:
Results follow in this order: SUMO1 PPI mod	STEP block	SKN-1 block	Scp-1 inhibitor	Rpn11 inh	MT1-MMP act inh	LMPTP block	NadD block	CendR NRP1 mod	DNMT1 block
1) CCC12CN3CCN(CC(C3)/C1=N/NC(N)=O)C2
 : 1	-3	10	3	i	0	-1.4	1	-7	11
2) O=c1cc(C2CCNCC2)[nH][nH]1
 : -2	-6	10	-5	i	2	-3.3	-7	-8	-17

All compounds of this part, previewed entries included:
Results follow in this order: SUMO1 PPI mod	STEP block	SKN-1 block	Scp-1 inhibitor	Rpn11 inh	MT1-MMP act inh	LMPTP block	NadD block	CendR NRP1 mod	DNMT1 block
1) CCC12CN3CCN(CC(C3)/C1=N/NC(N)=O)C2
 : 1	-3	10	3	i	0	-1.4	1	-7	11
2) O=c1cc(C2CCNCC2)[nH][nH]1
 : -2	-6	10	-5	i	2	-3.3	-7	-8	-17
3) Cc1ccsc1C(=O)C1CCCN(Cc2cc3ccccc3o2)C1 (stereo not given)
 : 1	0	-13	-2	i	0	0.0	-5	-13	-1
4) CCN1CCN(c2ccc(NC(=O)C(C)C)cc2Cl)CC1
 : -1	3	-2	-3	i	-1	1.3	-2	-3	0
5) O=C(O)CCCc1ccc(N(CCCl)CCCl)cc1
 : 7	0	-7	-14	i	1	-2.3	-3	7	6
6) CCC(C)/C=C(C)/C=C/C1=CC2=C(Cl)C(=O)C(C)(OC(C)=O)C(=O)C2=CO1 (stereo not given)
 : 0	4	-14	-1	i	7	3.7	9	0	-25
7) CCOP(=S)(OCC)c1ccc(N(C)C)cc1
 : -1	-2	2	-2	i	1	0.4	-1	8	-3
8) Cc1oc2ccc(OC(=O)N(C)C)cc2c1C(=O)OC(C)C
 : 4	0	-23	-4	i	-3	-0.3	0	7	3
9) Cc1ccc(/C=C2/C(=O)NC(=O)N(CCc3ccc(F)cc3)C2=O)s1
 : 4	2	10	5	i	1	0.5	17	-11	13
10) COC(=O)C1=C(c2ccccc2)C[C@@H]2CC[C@H]1N2C(=O)NCc1ccc(C(F)(F)F)cc1
 : 2	-2	14	-18	i	7	0.5	-9	-8	5
11) CC(O)(CS(=O)(=O)c1cccc(C(F)(F)F)c1)C(=O)Nc1ccc(C(F)(F)F)cc1 (stereo not given)
 : 0	-3	-4	3	i	3	1.4	-8	-1	-2
12) COC(=O)C1=C(c2ccc(OC(F)(F)F)cc2)C[C@@H]2CC[C@H]1N2C(=O)N1CCCCC1
 : 3	6	8	-11	i	19	1.2	1	-1	4
13) CCN(CCO)c1ccc(N=Cc2c(O)n(C)c(=S)[nH]c2=O)cc1
 : -42	0	44	17	·	-15	4.1	1	-36	-3
14) N#CC(C#N)=NNc1ccc(S(N)(=O)=O)cc1
 : 31	2	1	12	i	17	57*	41*	4	46
15) COCCCn1c(N)c(C(=O)NCCC(C)C)c2nc3ccccc3nc21
 : 36	-3	16	-2	i	-11	5.1	-2	-3	24
16) O=Cc1c(C(=O)O)n(Cc2ccc(F)cc2Cl)c2ccccc12
 : 4	-3	1	-7	i	4	-0.9	-2	-2	0
17) CCOC(=O)c1ccccc1NC(=O)c1c(O)[nH]c(=S)[nH]c1=O
 : 8	3	10	-5	i	5	0.3	-6	-6	1
18) COC(=O)C1=C(c2ccc(F)cc2OCc2ccccc2)C[C@@H]2CC[C@H]1N2C(=O)NCCO
 : -9	-2	4	-2	i	-2	-0.2	-2	1	0
19) CCCNC(=O)N1[C@H]2CC[C@@H]1C(C(=O)OC)=C(c1cc3ccccc3o1)C2
 : -13	-2	26	-8	i	4	0.3	-2	9	-2
20) COC(=O)C1=C(c2ccc(F)cc2OCc2ccccc2)C[C@@H]2CC[C@H]1N2C(=O)N1CCCC1
 : 7	-1	-6	-9	i	-6	1.3	-4	27*	5
21) CN1CC2CN(Cc3ccccc3)S(=O)(=O)C2C1 (stereo not given)
 : -1	-1	16	·	i	2	-0.5	-5	5	15
22) O=C(COC(=O)c1ccc(O)cc1)Nc1ccc(Cl)cc1C(=O)c1ccccc1
 : 4	1	-3	-11	i	-7	1.3	-1	4	-2
23) CNC(=S)NC1CC2CCCC(C1)N2CC(C)C (stereo not given)
 : 0	3	11	-7	i	5	-1.3	-3	5	4
24) C[C@@H]1CC[C@@]2(NC1)O[C@H]1C[C@H]3[C@@H]4CC=C5C[C@@H](O)CC[C@]5(C)[C@H]4CC[C@]3(C)[C@H]1[C@@H]2C
 : -1	-1	-2	0	i	-1	-2.9	-9	7	0
25) O=C(CCC(=O)N1CC2C[C@@H](C1)Cn1c2cccc1=O)NCCc1ccccc1
 : 2	-1	-8	-4	i	0	-1.2	1	10	2
26) Cn1cc(C=C2C(=O)NC(=O)NC2=O)c2ccccc21
 : -14	-13	-4	12	i	-8	12	-3	163	3
27) CC(=O)Nc1ccc([As](=O)(O)c2ccc([N+](=O)[O-])cc2)cc1
 : -26	-1	-9	-6	i	4	-2.1	-7	-4	-3
28) CN1CCC2(CC1)c1ccccc1-c1ccccc12
 : 8	-6	-5	-61	i	-8	-0.2	-49	9	7
29) CN1CCN(Cc2cn(C)c3ccccc23)CC1CCO (stereo not given)
 : -2	-1	-17	0	i	3	-2.0	4	4	-1
30) CCOCC(=O)NC1CCSC1=O (stereo not given)
 : 1	0	-17	-8	i	12	-1.4	-2	11	0

Later entries:
Results follow in this order: SUMO1 PPI mod	STEP block	SKN-1 block	Scp-1 inhibitor	Rpn11 inh	MT1-MMP act inh	LMPTP block	NadD block	CendR NRP1 mod	DNMT1 block
31) COc1ccc(CC2C(=O)NC(=O)N(c3ccccc3)C2=O)c(OC)c1 (stereo not given)
 : 1	-1	16	-4	i	-1	-1.3	3	-13	-3
32) COc1ccccc1-n1c(-c2ccccc2F)nc2ccccc2c1=O
 : -2	2	3	-11	i	-1	-0.9	1	-3	1
33) O=c1[nH]c(=S)n(CCC2=CCCCC2)c(O)c1C=NCc1cccnc1
 : 0	3	9	·	i	5	-2.5	0	-1	-1
34) Cc1ccc(OCC(=O)N2CCN(C3CCC(c4ccccc4)CC3)CC2)cc1 (stereo not given)
 : -1	-2	-10	4	i	5	-0.9	3	14	8
35) CC(=O)c1c(C)n(CCCOC(C)C)c2ccc(O)cc12
 : 4	0	4	-8	i	3	-1.5	4	-14	2
36) Cc1cc(OCc2nn[nH]n2)c2c3c(c(=O)oc2c1)CCC3
 : 5	3	-6	3	i	-1	0.4	-4	-9	0
37) O=C1NCN(c2ccccc2)C12CCN(C(CCc1ccccc1)c1nnnn1C1CCCC1)CC2 (stereo not given)
 : 3	5	22	·	i	-1	5.9	5	11	0
38) O=c1[nH]c(=S)n(Cc2ccc(F)cc2)c(O)c1C=NCc1ccc2c(c1)OCO2
 : 0	1	12	-17	+	6	0.0	14	-16	6
39) c1ccc2c(CCN3CCCCC3)c[nH]c2c1
 : -4	0	21	·	i	-5	0.2	-1	6	-7
40) CCOC(=O)[C@]12Cc3cc4ccccc4cc3[C@H]1N(Cc1ccccc1)C(=O)c1ccccc12
 : 4	·	6	·	·	-17	5.7	3	-1	·
41) CCOC(=O)C1CCN(/C=C2/C(=O)NC(=O)N(c3cccc(C)c3C)C2=O)CC1
 : 2	-4	-2	-4	i	-5	-1.6	-3	-3	0
42) Cc1nc2ccc(Cl)cc2c(-c2ccccc2)c1C(=O)O
 : 4	-4	1	5	i	5	6.1	-2	-7	-1
43) COc1ccc2cc(C(=O)C3CCCN(C4CCOCC4)C3)ccc2c1 (stereo not given)
 : -13	-4	8	9	i	3	0.1	-2	-8	2
44) Clc1ccc(C(c2ccccc2)c2ncc[nH]2)cc1 (stereo not given)
 : 6	-3	6	-7	i	-7	-0.3	0	-17	1
45) CCOC(=O)CC1=C(C(=O)OCC)C2(C(=O)Nc3ccccc32)C(C#N)=C(N)O1 (stereo not given)
 : -1	-7	-7	-3	i	2	-1.6	-2	0	3
46) COC(=O)C1=C(c2ccc(F)cc2OCc2ccccc2)C[C@@H]2CC[C@H]1N2C(=O)N1CCOCC1
 : 1	0	6	-18	i	0	-0.9	-6	-13	0
47) O=C(COC(=O)Cc1ccccc1)Nc1nnc(-c2ccccc2)o1
 : 3	0	10	-7	i	-1	-2.5	2	-12	1
48) COc1ccc(-n2c(O)c(/C=C3\C=Nc4ccc(Br)cc43)c(=O)[nH]c2=O)c(OC)c1
 : 8	0	-16	-13	i	3	1.0	12	-25	12
49) CCSP1(=S)N=C(N2CCOCC2)C(C#N)=C2CCCN21 (stereo not given)
 : -2	-2	-1	4	i	0	0.2	-1	20	1
50) C/C(=N\N1CCN(C)CC1)c1c(O)n(Cc2ccccc2)c(=O)[nH]c1=O
 : -8	-1	8	-4	i	0	-2.6	-3	-8	0
51) OC(CNC1CCCCC1)c1ccccc1 (stereo not given)
 : 9	0	-8	1	i	-5	-0.7	4	2	1
52) COc1ccc(O)c(C(C)(C)C)c1
 : 3	-4	-7	-4	i	-1	0.8	-4	5	-2
53) O=[N+]([O-])c1ccc2c(c1)Cc1cc(O)ccc1-2
 : -24	2	13	-8	i	-20	0.8	-9	11	-9
54) Cn1cccc1/C=C1/C(=O)NC(=O)N(Cc2ccc(F)cc2)C1=O
 : -8	1	6	-8	i	-41	1.8	-2	-14	0
55) Nc1ccc2ccc3cccc[n+]3c2c1
 : -14	-35	-100	0	i	-174	39	27	131	109*
56) CC(C)Sc1nnc([C@@H](N)Cc2ccccc2)o1
 : -1	-9	16	-4	i	1	-0.7	-3	4	8
57) CNCC(=O)c1ccc(O)c(O)c1
 : 3	2	7	·	i	4	56*	2	3	2
